HKDC1 inhibitor = inhibitors of human hexokinase HKDC1; Q2TB90; recombinant HKDC1, G6PDH/diaphorase resazurin coupled fluorescence; inhibition, % at 20 µM; actives 0.16% (n = 340,000); AID 493160;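 active = inhibition above about 35% when tested at 20 µM, limit read from the data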;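 note: plate controls were DMSO wells with enzyme for no effect and DMSO wells lacking enzyme for full effect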
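Assay system – recombinant HKDC1 (HK5) hexokinase enzyme, produced in-house · Input – HKDC1 at 5 µg/mL · Reagent – glucose plus 1 mM ATP as hexokinase substrates · Timing – 90 min reaction incubation at room temperature, dark · Measured by – G6PDH/diaphorase-coupled fluorescence, 1 mM NADP, 100 µM resazurin, 525/613 nm · Benchmarks – DMSO-enzyme wells negative, buffer-substituted wells positive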
SENP6 block = blocks the human protease SENP6; actives 1.8% (n = 330,000); inhibition, % at 10 µM; AID 2599; Q9GZR1; Recombinant SENP6 catalytic domain, aminoluciferin luminescence;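 active = inhibition above about 50% at the single tested dose, limit read from the data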;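 note: plate controls were DMSO wells with enzyme for no effect and DMSO wells lacking enzyme for full effect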
PfG6PD inh = PfG6PD (Plasmodium falciparum) enzyme inhibition | actives 0.78% (n = 350,000) | PfGluPho enzyme, NADPH resazurin-diaphorase fluorescence | inhibition, % at 20 µM | AID 504690;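 active = inhibition reaching at least a set limit at 20 µM in the primary screen, cut at about 59% in these data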;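 note: 0% = DMSO wells with substrate and 100% = DMSO wells lacking glucose-6-phosphate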
ATG4B inh = blocks human ATG4B protease cleavage of LC3 substrate | Q9Y4P1 | ATG4B cleavage of LC3-PLA2, NBD-HPC fluorescence, 1 h | inhibition, % at 8.33 µM | actives 0.51% (n = 340,000); in the data active = inhibition above about 40%
Target sequence (Q9Y4P1 whole entry, looked up): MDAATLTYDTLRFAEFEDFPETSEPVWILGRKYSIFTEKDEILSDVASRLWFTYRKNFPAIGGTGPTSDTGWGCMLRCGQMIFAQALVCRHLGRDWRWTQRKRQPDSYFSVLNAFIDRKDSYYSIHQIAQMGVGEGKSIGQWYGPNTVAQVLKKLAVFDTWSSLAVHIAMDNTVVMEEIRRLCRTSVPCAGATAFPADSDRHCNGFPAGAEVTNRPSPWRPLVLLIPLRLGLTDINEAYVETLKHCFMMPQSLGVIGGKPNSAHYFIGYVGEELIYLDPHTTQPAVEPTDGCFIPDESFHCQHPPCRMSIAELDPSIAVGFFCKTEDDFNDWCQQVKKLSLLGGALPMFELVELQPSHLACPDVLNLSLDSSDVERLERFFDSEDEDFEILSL
SENP8 block = inhibitors of human SENP8 protease. recombinant SENP8, Nedd8 substrate fluorescence. inhibition, % at 20 µM. actives 0.64% (n = 360,000); in the data active = inhibition mostly above about 40%, no sharp cut-off; inactive = mostly below about 27%
Target sequence (Q96LD8 whole entry, looked up): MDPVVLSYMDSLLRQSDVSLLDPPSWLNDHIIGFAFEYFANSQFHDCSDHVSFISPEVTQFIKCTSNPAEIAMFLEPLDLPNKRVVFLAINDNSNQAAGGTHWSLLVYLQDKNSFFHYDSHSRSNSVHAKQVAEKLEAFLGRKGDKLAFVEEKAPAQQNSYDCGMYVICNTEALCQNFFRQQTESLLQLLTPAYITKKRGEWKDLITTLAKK
SENP7 inh = blocks the human protease SENP7 | Q9BQF6 | recombinant SENP7, Z-RLRGG-aminoluciferin luminescence, 40 min | inhibition, % at 5 µM | actives 1.5% (n = 330,000) | AID 434973;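 active = inhibition above about 50% at the single test dose, limit read from the data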;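 note: plate controls were DMSO with enzyme for no effect and no enzyme buffer wells for full effect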
Target sequence (Q9BQF6 706-1050 limits assumed): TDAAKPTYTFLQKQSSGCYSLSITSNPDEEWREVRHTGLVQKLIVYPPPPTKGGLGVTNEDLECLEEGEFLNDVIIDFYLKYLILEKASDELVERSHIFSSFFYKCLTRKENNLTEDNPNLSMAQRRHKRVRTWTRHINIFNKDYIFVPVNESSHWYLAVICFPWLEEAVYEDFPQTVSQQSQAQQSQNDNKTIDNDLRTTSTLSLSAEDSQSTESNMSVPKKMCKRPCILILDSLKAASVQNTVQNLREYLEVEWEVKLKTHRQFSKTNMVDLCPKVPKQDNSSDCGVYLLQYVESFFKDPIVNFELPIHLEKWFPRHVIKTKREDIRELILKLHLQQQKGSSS
MPTP block = inhibitors of mitochondrial permeability transition pore; isolated mouse mitochondria, Ca2+ swelling absorbance, 30 min; inhibition, % at 10 µM; actives 1.4% (n = 360,000); AID 602449;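 active = inhibition of 50% or more, scaled per plate between neutral and stimulator controls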;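 note: 0% = DMSO wells given calcium and 100% = 1 mM EGTA wells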
GRIN3A LBD mod = NR3A (human) ligand-binding domain modulation; actives 2.5% (n = 340,000); Tm shift relative to glycine control, % at 25 µM; NR3A LBD differential scanning fluorimetry, Tm shift; 0% = protein alone, 100% = glycine-bound protein; AID 1259313;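 active = melting temperature shift of at least 10% of the positive control shift, at one fixed dose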
* hit, by the source's call; i = inactive; nt = no result given. Outcome played no part in choosing rows; 6.9% or so of the library scored in one or more.

mol	MPTP block	GRIN3A LBD mod	SENP6 block	SENP8 block	ATG4B inh	HKDC1 inhibitor	SENP7 inh	PfG6PD inh
O=S(=O)(c1ccccc1)[C@@]1(c2ccccc2)C[C@@H]2ON=C(c3cccc(-c4ccccc4)c3)[C@@H]2C1	0.2	1	-5	19	-12	1	3	14
Cc1noc(C(=O)Nc2sc3c(c2C#N)CCC3)c1Cl	0.1	0	10	30	-6	-1	-1	83*
COCCCNC(=O)CN(c1cc(Cl)ccc1OC)S(=O)(=O)c1ccc(C)c([N+](=O)[O-])c1	0.1	0	73*	17	3	-11	-6	1
O=CN1CCN(C(=O)COc2ccc(Cl)cc2Br)CC1	-1.0	2	7	10	-4	7	7	-4
COc1cc(C2Nc3ccc4ncccc4c3C3=C2C(=O)CC(C)(C)C3)cc(OC)c1O (centres undefined)	-2.7	-2	11	-113	-8	4	3	35
Cc1ccc(NCc2ccccc2O)c(C)c1	0.1	-2	-2	2	-1	5	-2	15
CC(C)(C)OC(=O)N(CCc1ccccc1)Cc1cccc(OCc2cccc(NC(=O)/C=C/c3ccccc3)c2)c1	2.2	4	nt	9	2	-1	nt	0
COc1cc(Br)c(CC2c3cc(OC)c(OC)cc3CCN2C)cc1OC (centres undefined)	1.3	-1	nt	-204	4	-4	nt	22
CN1/C(=N\O)c2cccc3cccc1c23	-5.0	-1	20	-409	2	9	10	76*
COc1ccc(-n2nc3c(c2NC(=O)C(C)Oc2ccccc2)CS(=O)(=O)C3)cc1 (centres undefined)	-1.0	-2	-4	8	-9	-2	3	-3
COc1ccc(S(=O)(=O)N2CCCCC2)cc1NC(=O)CCNC(=O)c1ccc(Br)cc1	-0.6	-4	23	-3	-3	-2	4	-17
Cc1ccc(S(=O)(=O)N2CCCC2CNC(=O)C(=O)NC2CC2)cc1 (centres undefined)	1.6	2	5	-14	-2	4	5	-10
Cc1ccccc1NC(=O)c1cccc(NC(=O)c2ccccc2C(=O)O)c1	2.0	0	3	-6	-1	6	-5	-4
CS(=O)(=O)N1CCN(C(=O)c2cc(-c3ccccc3)nc3ccccc23)CC1	-0.3	-4	1	16	1	6	4	-16
O=C(NCC1CCCO1)C(c1cccs1)N(Cc1cccs1)C(=O)c1ccc(-c2ccccc2)[nH]1 (centres undefined)	1.7	0	-6	-34	16	3	-2	13
COc1ccc2c(c1)[nH]c1c(=O)n(/N=C/c3ccc(OC)c(CN4CCCCC4)c3)cnc12	0.6	-5	-10	7	-3	-5	5	14
Cc1ccc(N(CC(=O)NC2CCCCC2C)S(=O)(=O)c2c(C)nn(C)c2C)cc1 (centres undefined)	-0.5	-5	-11	1	-8	-4	2	12
O=C(Nc1ccccc1O)c1cc2cc(Br)ccc2oc1=O	0.8	6	-21	3	-10	-3	21	-7
CCCCN1C(=O)C(O)(CC(=O)c2ccccc2OC)c2ccccc21 (centres undefined)	0.4	2	18	11	-4	-3	-5	10
CCCCNc1ccc2c(c1)C1CC2CCN1C(=O)OCc1ccccc1 (centres undefined)	-1.6	-3	nt	9	15	-4	nt	16
COc1ccc(C(=O)N/C(=C\c2cn(S(=O)(=O)N(C)C)c3ccccc23)C(=O)N2CCN(C)CC2)cc1	-1.6	-3	22	-66	-7	0	-10	13
Cc1ccc(-c2csc3nc4cc(C(N)=O)ccc4c(=O)n23)cc1	0.0	1	6	i	-3	9	-19	29
CCOc1ccc(NC(=O)CN2CC(c3ccccc3)CC2=O)cc1 (centres undefined)	-1.5	-1	0	12	0	-1	0	-3
CNCCCNC(=O)c1ccc(/C=N/O)nc1	1.8	0	12	13	1	-6	-1	0
C#CCOCCOCCOCCNc1nc(N2CCN(C(=O)[C@H]([C@@H](C)CC)n3cc([C@@H](N)Cc4ccc(O)cc4)nn3)CC2)nc(N2CCN(C(=O)[C@H](CCCCN)n3cc([C@@H](N)C(C)CC)nn3)CC2)n1 (some centres undefined)	0.8	0	-5	30	-18	-3	-4	8

Record cards, as listed above. Screens in order: MPTP block	GRIN3A LBD mod	SENP6 block	SENP8 block	ATG4B inh	HKDC1 inhibitor	SENP7 inh	PfG6PD inh
Cc1ccccc1NC(=O)c1cccc(NC(=O)c2ccccc2C(=O)O)c1 is listed with 2.0	0	3	-6	-1	6	-5	-4
COc1ccc2c(c1)[nH]c1c(=O)n(/N=C/c3ccc(OC)c(CN4CCCCC4)c3)cnc12 is listed with 0.6	-5	-10	7	-3	-5	5	14

More compounds
mol	MPTP block	GRIN3A LBD mod	SENP6 block	SENP8 block	ATG4B inh	HKDC1 inhibitor	SENP7 inh	PfG6PD inh
CN(Cc1nc2ccccc2[nH]1)C(=O)C1CCC(=O)N(CCc2cccc(F)c2)C1 (centres undefined)	1.9	10	10	6	-6	3	-12	8
CC(C)Nc1ncnc2ccc(Br)cc12	59*	7	-2	18	-1	-7	-6	3
O=C(Oc1cccc2cccnc12)c1cccc([N+](=O)[O-])c1	-0.3	-1	9	0	-3	6	9	8
COc1ccccc1NC(=O)C/C(C)=N/NC(=O)COc1c(Br)cc(Br)cc1OC	-2.1	-4	6	20	-4	2	6	9
O=C(NCc1ccccc1Cl)C1CCCO1 (centres undefined)	-2.1	2	-16	-2	-5	4	-4	-4
Clc1cccc(CN2CCSCC2)c1Cl	-1.6	-2	28	1	9	-6	5	-17
O=S(=O)(c1cccc(Cl)c1)N1CN(CC2CCCO2)c2nc3ccccc3nc21 (centres undefined)	-1.0	-10	-6	-348	-2	-1	-18	3
Cc1ccc2c(C)nc(Nc3nc(CSc4nnnn4-c4ccccc4)cc(=O)[nH]3)nc2c1	-0.1	4	-7	12	-1	-2	-8	1
COc1ccc(N(CC(=O)N2CCN(c3ccc(Cl)cc3)CC2)S(=O)(=O)c2c(C)n[nH]c2C)cc1	-1.1	-4	6	21	-15	-5	-3	1
O=C(CCNC(=O)C1CCN(S(=O)(=O)c2ccccc2)CC1)Nc1cccc(C(F)(F)F)c1	0.3	1	-11	-4	-13	-1	-2	-8
Cc1ccc(NC(=S)NCCc2ccccc2)nc1	4.5	0	-23	11	2	-3	-2	21
Cc1ccc(C(=O)NC2CC(C)(C)NC(C)(C)C2)cc1	-0.2	0	0	14	-1	1	-4	-6
COC(=O)c1cccc(NC(=O)CSc2nnc(C)n2Cc2ccccc2)c1	1.3	-1	3	9	-11	0	8	6
NS(=O)(=O)c1cccc(NC(=O)c2cccc(Oc3ccccc3)c2)c1	1.6	-10	-25	6	-11	-5	-5	23
CC1(C)Cc2ccccc2C(NNC(=O)c2ccc(Br)o2)=N1	0.8	4	-10	11	11	2	4	10
COC(CNC(=O)c1ccc2c3c(onc13)-c1ccccc1C2=O)OC	7.0	-430	45	102*	-4	18	25	-29
CCC1Sc2ccc(S(=O)(=O)CCC(=O)Nc3c(Cl)cc(OC)cc3OC)cc2NC1=O (centres undefined)	1.5	-10	-4	14	-11	8	-4	-15
CCN(CC(=O)Nc1ccccc1C(F)(F)F)C(=O)CCOc1ccc(C)cc1	-1.8	4	-11	3	-7	-7	-3	-8
Cc1sc2nc(CN(Cc3ccccc3)C(=O)NC3CCCCC3)[nH]c(=O)c2c1C	0.2	-7	-2	-4	4	11	-4	-3
CC1C2CC(C/C2=N/NC(=O)c2cccs2)C1(C)C (centres undefined)	-0.3	-1	13	6	-9	-12	4	2
CCCCOc1cccc(C(=O)Nc2ccc(NC(=O)c3ccco3)cc2)c1	-5.9	12*	-26	-3	-2	-6	5	12
COC(=O)CCCC1=CC2=C(c3ccccc3)C(=O)C(C)(OC(=O)C3CCCC3)C(=O)C2=CN1CCc1ccccn1 (centres undefined)	1.1	-2	-2	19	-6	10	1	11
N#Cc1c(N)nc(SCc2ccccc2)c(C#N)c1-c1ccco1	9.1	7	-12	-186	13	16	-20	12
O=C(O)CCC(=O)Nc1ccc(N2CCCCC2)c(C(=O)O)c1	-1.2	2	-4	0	-3	-1	-1	-2
O=C(CCN1C(=O)/C(=C/c2ccccc2Cl)SC1=S)N1CCCC1	-2.6	9	9	24	1	-4	-16	-11

Going on with the list.
mol	MPTP block	GRIN3A LBD mod	SENP6 block	SENP8 block	ATG4B inh	HKDC1 inhibitor	SENP7 inh	PfG6PD inh
Cc1ccc(CNC(=O)c2ccc(N3CCC4(CC3)CC(c3ccccc3)=NO4)c(NC(=O)c3ccccc3)c2)cc1	1.3	1	-15	16	-11	-4	0	-10
COc1cc(C(C(=O)NC2CCCCC2)N(Cc2ccco2)C(=O)c2cnccn2)cc(OC)c1OC (centres undefined)	-1.5	-3	8	12	4	-8	-12	-9
COc1ccc(/C=C/c2nc3ccccc3c(=O)n2-c2cccc(C(=O)O)c2)cc1	0.1	-3	13	-40	-1	-6	8	-7
O=S(=O)(Nc1nc2ccccc2nc1NCC1CCCO1)c1ccc(F)cc1 (centres undefined)	1.3	-1	-8	-462	4	1	7	-17
O=S(=O)(NCc1cccc(C(F)(F)F)c1)NCc1ccccc1F	6.2	1	-14	12	-4	-10	-4	34
COc1ccc(NS(=O)(=O)c2ccc(N3CCCCC3)c(NC(=O)C(C)NC(N)=O)c2)cc1 (centres undefined)	-0.3	4	14	-2	-13	-9	-2	9
COC(=O)C1CCN(c2cnccn2)CC1	-2.5	0	-3	-89	-5	-3	6	10
CC(C)(C)c1nnc(NC(=O)Cc2ccccc2[N+](=O)[O-])s1	-1.5	0	-3	6	21	5	-3	-13
COc1ccccc1CNC(=S)Nc1ccc(S(N)(=O)=O)cc1	-0.1	0	-12	17	1	2	-4	-3
Cc1cc(F)ccc1NC(=O)C1CCN(S(=O)(=O)c2ccc3c(c2)CCCC(=O)N3)CC1	0.6	-2	-11	22	-9	-6	0	-2
Cc1ccc(C(=O)CSc2nc3c([nH]2)c(=O)n(C)c(=O)n3C)cc1	1.4	1	14	-11	8	10	6	-21
COCC(C)OC(=O)c1c(N)n(CC(C)C)c2nc3ccccc3nc12 (centres undefined)	0.3	2	36	-294	-1	2	4	12
CCOC(=O)c1nnn(CC(=O)NC(=O)Nc2ccc(F)cc2)c1C(=O)OCC	6.5	2	-10	19	-15	-3	5	-9
Cc1cnc(NS(=O)(=O)c2ccccc2)c(C)n1	-1.2	-1	4	-30	8	-2	-6	-18

Some values from above.
N#Cc1c(N)nc(SCc2ccccc2)c(C#N)c1-c1ccco1 @ SENP8 block = -186
Cc1ccc(C(=O)NC2CC(C)(C)NC(C)(C)C2)cc1 @ MPTP block = -0.2

Screening data deposited in PubChem BioAssay by Sanford-Burnham Center for Chemical Genomics.
